Runt-CBFb FRET: blocks binding of human RUNX1 Runt domain to CBFb; 220,000 tested, 0.46% active; AID 1496; Cerulean-Runt/Venus-CBFb FRET ratio 530/480, 1 h; inhibition, % at 20 µM; Q01196+Q13951;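 active means inhibition over about 50% at 20 µM in the single-dose screen, limit read from the data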;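 further: 0% = DMSO wells and 100% = excess unlabeled CBFb competitor control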
Target sequence (Q01196 whole entry, looked up, the tested form may be a part): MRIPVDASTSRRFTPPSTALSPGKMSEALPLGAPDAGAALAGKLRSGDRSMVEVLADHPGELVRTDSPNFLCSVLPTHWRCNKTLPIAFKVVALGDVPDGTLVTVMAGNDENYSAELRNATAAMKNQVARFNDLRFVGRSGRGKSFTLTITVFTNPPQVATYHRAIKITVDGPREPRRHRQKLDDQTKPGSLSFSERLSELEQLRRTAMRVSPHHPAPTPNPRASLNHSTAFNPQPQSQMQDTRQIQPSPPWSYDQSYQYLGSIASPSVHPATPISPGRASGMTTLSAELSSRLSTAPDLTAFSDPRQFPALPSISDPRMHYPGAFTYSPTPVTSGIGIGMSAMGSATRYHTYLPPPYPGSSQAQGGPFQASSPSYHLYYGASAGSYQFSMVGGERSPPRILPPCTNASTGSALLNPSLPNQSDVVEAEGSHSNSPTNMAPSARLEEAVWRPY
Target sequence (Q13951 whole entry, looked up, the tested form may be a part): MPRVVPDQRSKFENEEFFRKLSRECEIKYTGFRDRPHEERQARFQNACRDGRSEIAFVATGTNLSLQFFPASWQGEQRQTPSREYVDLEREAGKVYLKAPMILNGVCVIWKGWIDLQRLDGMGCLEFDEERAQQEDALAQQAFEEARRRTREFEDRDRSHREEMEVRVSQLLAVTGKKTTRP
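Assay system: Cerulean-Runt domain / Medium: Tris 50 mM pH 7.5, KCl, K2SO4, 0.01% BSA / Timing: protein complex preformed 1 h, compound exposure 1 h, room temperature, dark / Measured by: FRET, excitation 422 nm, emission at 530 and 480 nm / Evaluation: loss of energy transfer signal / Control set: 5 µM unlabeled CBFb as full-inhibition high control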
NPY-Y2 PAM-ag: potentiators or agonists of human neuropeptide Y receptor Y2 | AID 1359 | cells expressing NPY-Y2, potentiator/agonist read-out | activation, % at 3.6 µM | P49146 | 220,000 tested, 0.45% active; in the data active means activation above about 27%;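 further: cells stimulated with NPY near EC25 plus isoproterenol at EC100; 0% = vehicle plus submaximal agonist and 100% = vehicle plus saturating agonist; some results beyond the cut were filed as inactive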
Runt-SMMHC FRET: inhibitors of human RUNX1 Runt domain binding to CBFb-SMMHC | Q01196+Q13951 | Cerulean-Runt/Venus-CBFb-SMMHC FRET ratio 530/480, 1 h | inhibition, % at 20 µM | 220,000 tested, 0.74% active | AID 1434;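 active means mean inhibition across duplicate retests at 20 µM reaching about 50%, limit read from the data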;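 further: 0% = DMSO wells and 100% = wells with excess untagged CBFb-SMMHC; inhibitors lower the FRET ratio by blocking Runt binding to CBFb-SMMHC; some results filed as inactive read as strong as hits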
p97 inhibitor: blocks human p97 ATPase activity | recombinant p97 ATPase, Kinase-Glo ATP luminescence, 3 h | inhibition, % at 8 µM | 220,000 tested, 0.42% active; in the data active means inhibition above about 15%;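 further: 0% = DMSO vehicle and 100% = wells lacking enzyme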
MDM2 E3 inh: Mdm2 E3 ligase (human) inhibition; Q00987; cell-based MDM2 ubiquitination luciferase reporter, 2 h; 0 = plate control, 100 = twice control, blank-subtracted; signal enhancement, % at 5 µM; 210,000 tested, 0.11% active; AID 1230;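 active means signal enhancement of 30% or more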;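 further: luminescence tracks abundance of the self-degrading MDM2-luciferase fusion protein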
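Test system: mammalian cells stably expressing self-ubiquitinating, self-degrading MDM2 E3–luciferase fusion; Amount: 2000 cells in each well; Medium: DMEM; Schedule: 4 h settle plus 2 h compound, 37 °C; Technique: SteadyLite luciferase luminescence after 15 min room-temperature reagent incubation; Benchmarks: plate control and blank wells.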
NPY1 pot ag: potentiators or agonists of human neuropeptide Y receptor Y1; P25929; NPY-Y1 expressing cells, potentiator/agonist activation; activation, % at 3.6 µM; 220,000 tested, 0.37% active; AID 1304; in the data active means activation above about 33%, passing the limit was not always enough;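 further: cells stimulated with NPY at EC10 then isoproterenol at EC100; 0% = low agonist plus stimulus and 100% = saturating agonist plus stimulus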
Target sequence (P25929 whole entry, looked up): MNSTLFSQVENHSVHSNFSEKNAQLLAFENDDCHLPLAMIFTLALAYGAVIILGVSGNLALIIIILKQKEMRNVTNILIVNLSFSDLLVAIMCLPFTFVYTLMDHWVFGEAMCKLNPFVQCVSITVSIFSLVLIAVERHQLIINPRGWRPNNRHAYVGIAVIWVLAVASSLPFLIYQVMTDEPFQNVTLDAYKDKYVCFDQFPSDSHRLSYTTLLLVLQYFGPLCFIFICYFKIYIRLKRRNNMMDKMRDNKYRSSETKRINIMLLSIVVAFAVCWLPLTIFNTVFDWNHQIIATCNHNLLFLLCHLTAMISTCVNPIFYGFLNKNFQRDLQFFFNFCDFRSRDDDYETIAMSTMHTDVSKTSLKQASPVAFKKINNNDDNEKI
NPY-Y1 antag: antagonists of human neuropeptide Y receptor Y1. P25929. HEK293-CNG Y1 cells, membrane potential fluorescence; NPY at EC95, then isoproterenol. inhibition, % at 3.6 µM. 200,000 tested, 1% active;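 active means inhibition above the campaign mean inhibition of all tested compounds plus 3 SD, cut at about 20% in these data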;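 further: 0% = DMSO wells given NPY plus isoproterenol and 100% = isoproterenol alone without NPY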
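Material: HEK293 Y1/CNG channel cell line | Also added: NPY (25 nM), isoproterenol (1 µM), Ro 20-1724 (25 µM) | Compound: One concentration, 3.6 µM, in 0.4% DMSO | Schedule: 3 h dye uptake, 1 h room-temperature compound, 45 min post-isoproterenol | Signal: Membrane-potential fluorescent dye readout | Read-out: % inhibition of NPY effect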
Hck Nef HTS: human Hck-Nef kinase inhibition; 220,000 tested, 0.68% active; inhibition, % at 20 µM; Recombinant Hck-YEEI plus Nef, Z-Lyte FRET kinase assay; P08631; AID 463187;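 active means Hck-Nef kinase inhibition above about 50%, limit read from the data; inactive means inhibition below that limit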;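 further: 0% = DMSO with Hck plus Nef and 100% = Hck alone without Nef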
RBBP9 inh: blocks human serine hydrolase RBBP9 | inhibition, % at 7.94 µM | recombinant RBBP9, FP-Rh probe fluorescence polarization | O75884 | 220,000 tested, 0.2% active;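 active means inhibition above the campaign mean of all tested compounds plus 3 SD, cut at about 14% in these data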;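 further: plate controls were DMSO wells with RBBP9 for no effect and wells lacking RBBP9 protein for full effect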
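System: RBBP9 protein | Quantity: 2.5 µM RBBP9 dispensing solution, before mixing | Reagent: FP-Rh probe, 375 nM dispensing solution | Timing: Enzyme-compound preincubation 30 min, then probe labeling 45 min, 25 °C | Measured by: Fluorescence polarization | Read-out: % inhibition | Replication: One well per compound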
* hit, by the source's call; x = not tested or not shown.

SMILES	Runt-CBFb FRET	NPY-Y2 PAM-ag	Runt-SMMHC FRET	p97 inhibitor	MDM2 E3 inh	NPY1 pot ag	NPY-Y1 antag	Hck Nef HTS	RBBP9 inh
CCOc1c(OC)cccc1C1CC(=O)Nc2cc(OC)c(OC)cc21 (centres undefined)	x	-16	-1	-8	-27	-28	7	10	-8
Cn1c(=O)cc(C(=O)N/N=C/c2ccc(F)cc2)[nH]c1=O	0	-15	2	6	-7	3	x	15	-4
Fc1ccc(C2=CC(c3ccco3)n3ncnc3N2)cc1 (centres undefined)	-37	13	78	0	-6	7	11	5	-4
O=C(CN1CCCCC1)Nc1c2c(nc3ccccc13)N(c1ccccc1)CC2	0	-10	5	4	-44	-17	9	91*	-3
CC(C)C(=O)Nc1ncc(Cc2ccc(Cl)cc2)s1	x	9	x	-3	-1	11	-4	15	-7
COc1ccc(CNC(=O)Nc2cc(C)cc(C)c2)cc1	1	-25	-3	4	-21	-16	x	6	-1
Cc1ccc2c(c1)-c1c(ssc1=S)C(C)(C)N2C(=O)CSc1nncn1C	9	18	3	-6	1	10	-2	1	-4
O=C(CNC(=O)c1ccc(S(=O)(=O)N2CCCCC2)cc1)N/N=C/c1ccco1	1	-16	2	-1	-19	3	2	30	-8
CCOC(=O)C(C(C)=O)C(c1ccc(OC)cc1)C(C(C)=O)C(=O)OCC (centres undefined)	0	5	3	-3	-18	-6	0	1	5
COc1cccc(C2C(C#N)=C(N)Oc3cc(N)ccc32)c1OC (centres undefined)	72*	-5	100*	3	-2	-8	-1	-10	7
COc1ccc2oc3cc(C)[n+]([O-])c(-c4ccc(C)cc4)c3c2c1	2	4	-2	-7	-14	-2	-3	-1	-15
CCCC(C(=O)NCc1ccc(OC)cc1)N(Cc1ccco1)C(=O)c1snc(C(N)=O)c1N (centres undefined)	-2	-24	5	2	-21	-1	-1	3	-7
O=C(NCCc1ccc2c(c1)OCCO2)c1cccc(F)c1	1	-9	-13	-5	-15	-5	0	-2	-11
CCOc1nc(-c2ccc(Cl)cc2Cl)ccc1C#N	-2	-13	0	0	-8	-19	36*	0	-6
Cc1ccc(NC(NC(=O)c2ccccn2)C(Cl)(Cl)Cl)cc1 (centres undefined)	1	5	-7	-5	1	26	-1	0	-11
Cn1cc(CCC(=O)N2CCCC(CCC(=O)NCc3ccccc3F)C2)cn1 (centres undefined)	1	-2	-1	5	1	7	1	29	-4
Cc1ccc(OCCCC(=O)Nc2nncs2)cc1	0	-14	1	6	-11	-10	11	2	0
Nc1nn2cc(-c3ccc(Br)cc3)nc2c2ccccc12	0	19	1	-5	-10	40	x	64*	-6
CCN(C(=O)COC(=O)c1cc([N+](=O)[O-])ccc1N1CCCCC1)C1CCS(=O)(=O)C1 (centres undefined)	0	4	3	4	-19	-2	3	23	-9
CC(=O)c1cccc(NC(=O)C2CCCN(S(=O)(=O)c3cccc4cccnc34)C2)c1 (centres undefined)	3	-3	0	1	-2	-6	1	1	-6
O=S(=O)(c1cccc2cccnc12)N(CCO)CCO	-1	6	-7	9	-14	36*	1	5	2
C=CCn1nnnc1SCC(=O)Nc1cccc(OC)c1	-3	0	2	-3	-15	0	3	0	-9
CCOc1ccc(NC(=O)[C@@H](NC(=O)c2ccccc2Br)C(C)C)cc1	2	-13	0	-2	-14	-4	2	4	-3
O=[N+]([O-])c1cc(S(=O)(=O)C(F)(F)F)ccc1N1CCN(c2ccccc2)CC1	2	-1	-3	-1	-5	-20	8	0	-4
CC(C)OC(=O)Cn1nc(C(F)(F)F)c2c1CCCC2	-2	-5	-1	-1	10	9	5	22	-5

(next part)
SMILES	Runt-CBFb FRET	NPY-Y2 PAM-ag	Runt-SMMHC FRET	p97 inhibitor	MDM2 E3 inh	NPY1 pot ag	NPY-Y1 antag	Hck Nef HTS	RBBP9 inh
CCCN(CCC)CCNC(=S)Nc1ccc2nc3n(c(=O)c2c1)CCCCC3	2	0	-2	-1	2	0	1	22	5
c1ccc(-c2nc(CSc3n[nH]c(-c4cccs4)n3)cs2)cc1	-3	-27	-4	-1	-7	-21	3	-1	-2
Cc1ccc2c(c1)cc(CN(Cc1cccnc1)C(=O)NCc1ccccc1)c1nnnn12	-1	11	2	0	-10	11	2	-1	-11
Cc1ccccc1OCC(=O)OCC(=O)NCC1CCCO1 (centres undefined)	1	1	-4	1	-13	8	2	17	-5
O=C(NC1CC1)c1sc2cc([N+](=O)[O-])ccc2c1Cl	0	-13	5	-4	0	-10	4	5	-2
COc1ccccc1N(C)S(=O)(=O)c1ccc(C(=O)N(CC(N)=O)C(C)C)cc1	2	0	-7	-2	-12	-5	2	-1	-6
CCN=C1S/C(=C\c2cn(CC)c3ccccc23)C(=O)N1CC	-4	-7	0	-7	9	29	7	-1	-1
CN(C)C(=S)SCC(=O)NC(=O)NC(C)(C)C	0	7	1	2	-9	2	4	10	-1
C=CCn1c(CNC(=O)c2ccco2)nnc1SCC(=O)c1ccccc1	0	6	2	1	-16	8	0	7	-10
CC(C)(C)SCCNC(=O)COc1ccc(Cl)cc1	0	-22	-2	-4	-6	-30	6	-1	-6
CCn1nccc1C(=O)NC1=C(C#N)CCC1	0	-13	-5	0	-9	-5	1	-1	-5
Cc1cc(NC(=O)NC(C)(C(F)(F)F)C(F)(F)F)no1	3	4	0	-1	-13	22	x	19	-1
CC(C)NC(=O)COC(=O)c1cncc(Br)c1	0	4	-4	4	1	6	0	9	-3
CC(C)CC(CC(C)C)=NNC(=O)c1ccc(CSc2nncn2C)cc1	0	10	3	3	-24	4	5	19	-5
COc1cc(O)c(C(=O)/C=C/c2ccccc2)c(OC)c1	0	-34	-2	4	x	3	x	30	0
COc1cc2c(cc1O)CCN(C(=O)c1ccco1)C2C (centres undefined)	4	-1	2	-2	-5	-3	-2	1	2
Cc1c(/C=N/n2cnnc2)c2ccccc2n1CCOc1ccc(Cl)cc1	-3	-14	-19	4	-8	-19	-7	-1	-3
COc1cc(CC(=O)O)c(C(C)=O)cc1OC	-2	0	-2	2	-7	10	1	3	-7
Cc1cc(C)n(-c2nc3ccccc3nc2N2CCN(S(=O)(=O)c3ccc(F)c(C)c3)CC2)n1	4	7	21	5	-11	-11	4	-1	-10
Cn1c(SCC(=O)N2CCN(c3ccccc3)CC2)nnc1-c1ccccc1	2	-13	-2	7	19	1	-6	-1	-7
Cc1ccc2oc(/N=C(\N)NC(=O)C(C)(C)C)nc2c1	0	-31	2	-6	-84	-16	x	0	-7
COc1ccc(S(=O)(=O)n2nc(OC(C)=O)cc2N)cc1	2	-1	-1	7	x	17	-1	-3	1
CCN(CC)S(=O)(=O)c1ccc(-c2nnc(SCc3nnc(-c4ccccc4)o3)o2)cc1	-2	-2	1	-1	-1	-4	-1	1	-1
COc1cccc(C(C(=O)NC2CCCC2)N(C(=O)c2ccco2)C2CC2)c1OC (centres undefined)	-2	14	2	5	-10	-2	-1	2	2
O=C(NCc1ccccc1)c1cccnc1N1CCOCC1	-1	-14	0	-2	15	-29	2	0	4

Brought forward from above: two compounds, then new ones.
SMILES	Runt-CBFb FRET	NPY-Y2 PAM-ag	Runt-SMMHC FRET	p97 inhibitor	MDM2 E3 inh	NPY1 pot ag	NPY-Y1 antag	Hck Nef HTS	RBBP9 inh
COc1cccc(C(C(=O)NC2CCCC2)N(C(=O)c2ccco2)C2CC2)c1OC (centres undefined)	-2	14	2	5	-10	-2	-1	2	2
O=C(NCc1ccccc1)c1cccnc1N1CCOCC1	-1	-14	0	-2	15	-29	2	0	4
CSCCC(NC(=O)C1CC1)c1nc2ccccc2[nH]1 (centres undefined)	0	-1	2	4	-15	-3	3	-1	1
COC(=O)COc1ccc(=O)n(-c2ccccc2)n1	2	18	3	18*	-10	17	-1	3	-4
CCOC(=O)c1cnc2nc(Cc3ccccc3)[nH]n2c1=O	0	0	-5	-4	4	-10	-4	-11	-12
CC(=O)Nc1ccc(N2CCOCC2)c(C(=O)Nc2cccc(C)c2)c1	-3	11	-7	5	-3	9	1	8	-1
O=C(Nc1cccc(S(=O)(=O)C(F)F)c1)c1ccc(S(=O)(=O)N2CCCC2)cc1	-1	2	3	-3	-92	1	-6	11	-9
CCN(CC(=O)O)S(=O)(=O)c1cc(Cl)ccc1Cl	-1	-17	-1	-3	-7	10	3	-1	-10
COCCNC(=S)N1CCC(C(=O)c2ccc3c(c2)OCCO3)CC1	-1	6	-4	-2	-29	-4	1	5	-3
CC(C)c1ccc(OCC(=O)NCCO)cc1	0	11	0	8	-16	5	0	3	-4
COC(=O)C1CCN(C(=O)COC(=O)Cc2c[nH]c3ccccc23)CC1	-2	5	-3	4	-8	0	-1	3	-5
Cc1[nH]c2ccccc2c1C(=O)CSc1ccc(Cl)cc1	-3	-14	-5	3	-2	10	-1	8	2
CSc1nc(N2CCOCC2)cc(N2CCOCC2)n1	1	-1	3	1	0	15	-2	25	-10
CCOC(=O)C(=O)Nc1cc(C)on1	1	-15	2	8	-14	1	-1	19	-6
CN(C)c1ccc(P(=O)(Nc2cccc(C(F)(F)F)c2)N2CCOCC2)c(NC(=O)c2cccs2)c1 (centres undefined)	-5	-3	0	3	4	-10	1	-19	-6
Cc1ccc(-c2noc(CN3CCN(Cc4ccccc4)CC3)n2)cc1	-5	-4	-4	-2	0	-17	6	0	-4
COc1cccc(N2CCN(CC(=O)Nc3ccc(-n4cnnn4)cc3)CC2)c1	1	-10	-2	3	-20	3	-1	17	3
Cc1nn(-c2ccccc2)c(Cl)c1/C=N/NC(=O)c1ccc(NS(=O)(=O)c2cccs2)cc1	-2	-2	-7	0	-18	20	1	11	-1
COc1cc2c(cc1OC)C(c1ccncc1)CC(=O)N2 (centres undefined)	0	12	-8	2	-8	6	1	1	-3
O=S(=O)(c1ccc(S(=O)(=O)N2CCN3CCCC3C2)cc1)N1CCCC1 (centres undefined)	2	-1	5	-2	-16	9	13	0	-12
O=C(Nc1ccc2c(c1)OCO2)C(c1ccccc1)N1CCCCC1 (centres undefined)	-1	x	-1	x	-12	x	x	6	x

Screening data from PubChem.
